SMN2 splice enh – qHTS Assay for Enhancers of SMN2 Splice Variant Expression | 2.8% of 210,000 active | HEK293 SMN2-luciferase splicing reporter, luminescence, 30-36 h | AID 1458, 2008 | Potency, µM (top dose mostly 46.1 µM), inactives show at the highest dose activity change, positive = activation, actives largely listed as activators; further: % of control where 0% means no effect; nearly all actives have a fitted effect of over 55% in size
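HEK293 cells carry an SMN2 […]–luciferase reporter in which exon 7 inclusion puts luciferase in frame. Cells were plated 10-12 h before compound addition, then incubated 30-36 h at 37C. ONE-Glo luminescence was read; sodium butyrate at 4.5 mM final served as control.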
ALDH1A1 block – qHTS Assay for Inhibitors of Aldehyde Dehydrogenase 1 (ALDH1A1); AID 1030, 2008; Purified ALDH1A1, NADH fluorescence, propionaldehyde substrate; Potency, µM (titrated, usually from 75.3 µM), for the others: top-dose activity, negative = inhibition, actives largely listed as inhibitors; 7.3% of 220,000 active; active means well fitted inhibition curve with a large enough effect, not every such curve was filed as active; inconclusive means small, poorly fitted or top-dose-only effect, or another doubt; inactive means no such curve, though single readings can be large or run the other way;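 further: plate controls were no enzyme wells and a reference inhibitor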
Target sequence (P00352 whole entry, looked up): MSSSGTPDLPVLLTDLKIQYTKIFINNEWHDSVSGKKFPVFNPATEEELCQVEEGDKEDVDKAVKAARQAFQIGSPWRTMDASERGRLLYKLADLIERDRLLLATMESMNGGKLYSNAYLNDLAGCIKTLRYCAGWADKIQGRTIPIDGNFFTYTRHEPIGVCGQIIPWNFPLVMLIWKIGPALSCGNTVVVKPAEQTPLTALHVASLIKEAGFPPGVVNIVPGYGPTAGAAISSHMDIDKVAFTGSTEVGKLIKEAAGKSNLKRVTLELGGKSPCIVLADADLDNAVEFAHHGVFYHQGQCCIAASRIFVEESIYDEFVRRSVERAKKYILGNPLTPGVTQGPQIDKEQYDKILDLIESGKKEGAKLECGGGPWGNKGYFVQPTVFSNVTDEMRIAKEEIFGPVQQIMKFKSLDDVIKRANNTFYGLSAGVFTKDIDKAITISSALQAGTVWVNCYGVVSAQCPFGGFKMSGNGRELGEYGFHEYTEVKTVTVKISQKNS
GoLoco inh red – qHTS Assay for Inhibitors of RGS12 GoLoco Motif Activity (Red Fluorophore) | 0.44% of 230,000 active | Potency, µM (series often up to 61.6 µM), without a hit: at the top dose activity, negative = inhibition, hits mostly inhibitors | AID 880, 2007 | Guanine nucleotide-binding protein G(i) subunit alpha-1 (Homo sapiens), P63096 | Gai1:RGS12 GoLoco peptide FP, rhodamine, 10 min; active means well fitted inhibition curve with a large enough effect, not every such curve was filed as active; inactive means no such curve, though single readings can be large or run the other way; further: on the % scale 0 is the no-effect control and ±100 the full control effect; nearly all actives have a fitted effect of over 30% in size; many of its hits are not listed in these tables
KDM4E inh – qHTS Assay for Inhibitors of Human Jumonji Domain Containing 2E (JMJD2E); Lysine-specific demethylase 4E (Homo sapiens), B2RXH2; JMJD2E catalytic domain, FDH-coupled NADH fluorescence (FDH is formaldehyde dehydrogenase); Potency, µM (top dose mostly 57.1 µM), for inactives: at the highest dose activity change, negative = inhibition, actives largely listed as inhibitors; 1.6% of 230,000 active; AID 2147, 2009; active means well fitted inhibition curve with a large enough effect, not every such curve was filed as active; inconclusive means small, poorly fitted or top-dose-only effect, or another doubt; inactive means no such curve, though single readings can be large or run the other way;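 further: 0% = wells with enzyme and -100% = buffer wells without enzyme; nearly all actives have a fitted effect of over 50% in size; many of its hits are not listed in these tables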
GAA inhib – qHTS Assay for Inhibitors of Human alpha-Glucosidase as a Potential Chaperone Treatment of Pompe Disease; Lysosomal alpha-glucosidase (Homo sapiens), P10253; purified human GAA, 4-MU-alpha-glucoside fluorescence; Potency, µM (series often up to 76.9 µM), without a hit: top-dose activity change, negative = inhibition, actives largely listed as inhibitors; 0.005% of 200,000 active;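 further: plate controls were uninhibited enzyme wells for no effect and no-enzyme background for full effect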
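Human alpha-glucosidase, 4 nM, pre-mixed with test compounds before 400 uM 4-methylumbelliferyl substrate; 20 min room temperature at pH 5.0. Fluorescence read after pH 10 stop; AC50 values from Hill-equation fits.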
GAA spleen mod – qHTS Assay for Inhibitors and Activators of Human alpha-Glucosidase From Spleen Homogenate | AID 2112, 2009 | Potency, µM (top dose mostly 79.9 µM), without a hit: top-dose activity change, negative = inhibition, actives largely listed as inhibitors | human spleen homogenate, 4-MU-alpha-glucoside fluorescence | 0.006% of 240,000 active | Lysosomal alpha-glucosidase (Homo sapiens), P10253;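 further: 0% = enzyme with vehicle and -100% = no enzyme basal signal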
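Human spleen homogenate (1 ug) incubated with compounds and 1 mM 4-methylumbelliferyl-alpha-D-glucopyranoside in pH 5.0 citrate/phosphate buffer, 37 C, 40 min. Stopped at pH 10; 4-MU fluorescence (Ex 365/Em 440 nm); AC50 by Hill fit.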
GAA glycogen mod – qHTS Assay for Inhibitors and Activators of Human alpha-Glucosidase Cleavage of Glycogen; Potency, µM (series often up to 76.4 µM), without a hit: at the highest dose activity change, negative = inhibition, usual class: inhibitors; 0.38% of 300,000 active; recombinant GAA, glycogen substrate, Amplex Red glucose oxidase fluorescence;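 further: 0% = full enzyme reaction and -100% = no-enzyme basal signal; the screen sought inhibitors and activators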
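Recombinant enzyme (4 nM final) with compounds titrated up to 77 uM and bovine liver glycogen (30 ug) in citrate pH 5.0, 0.01% Tween-20, 37 C 40 min. Released glucose detected by Amplex Red/glucose oxidase (Ex 573/Em 610); AC50 from Hill fits.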
aGal spleen mod – qHTS Assay for Inhibitors and Activators of Human alpha-Galactosidase From Spleen Homogenate | Potency, µM (highest dose often 80 µM), for the others: at the top dose activity change, negative = inhibition, most hits filed as inhibitors | Alpha-galactosidase A (Homo sapiens), P06280 | human spleen homogenate, 4MU-alpha-Gal fluorescence, 40 min | 0.008% of 240,000 active | AID 2107, 2009;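 further: 0% = enzyme with vehicle and -100% = no enzyme basal signal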
Target sequence (P06280 32-429 limits assumed): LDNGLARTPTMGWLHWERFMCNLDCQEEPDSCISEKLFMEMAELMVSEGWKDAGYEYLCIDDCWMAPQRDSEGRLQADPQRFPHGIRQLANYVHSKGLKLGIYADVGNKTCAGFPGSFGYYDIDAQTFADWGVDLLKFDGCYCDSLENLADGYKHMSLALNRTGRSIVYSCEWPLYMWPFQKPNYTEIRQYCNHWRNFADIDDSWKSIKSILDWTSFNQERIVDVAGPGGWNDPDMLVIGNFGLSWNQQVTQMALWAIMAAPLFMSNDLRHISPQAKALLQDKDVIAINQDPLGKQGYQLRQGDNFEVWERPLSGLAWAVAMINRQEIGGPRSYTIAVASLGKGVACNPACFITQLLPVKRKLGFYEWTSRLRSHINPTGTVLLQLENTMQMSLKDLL
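Fluorogenic readout (Ex 365/Em 440 nm) of 4-methylumbelliferone released from 1 mM 4-MU-alpha-galactoside by spleen homogenate, 40 min at 37C, pH 5.0. Data normalized to no-enzyme and enzyme controls; Hill-equation AC50 from compound titrations.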
Active calls of the source: *; u = inconclusive; x = no result given; & = joins results of further samples; [ ] = remark or other dose. Unless noted, the call rests on the fitted dose curve; in most records, active means well fitted curve in the direction sought with a large enough effect; inconclusive means small, poorly fitted or top-dose-only effect, or another doubt; inactive means no such curve, though single readings can be large; an effect the other way counts as inactive or inconclusive. Potency means the concentration at half of the fitted maximal effect. Only part of the results is shown; rates above refer to the full screens.

smiles,SMN2 splice enh,ALDH1A1 block,GoLoco inh red,KDM4E inh,GAA inhib,GAA spleen mod,GAA glycogen mod,aGal spleen mod
CC1=C(C(=O)OC(C)C)C(c2ccc(F)cc2)NC(=O)N1 (configuration not stated),5%,-6%,4%,-1%,u,-5%,1%,7%
O=C(COc1ccc(Cl)cc1)N1CCN(c2cccc(C(F)(F)F)c2)CC1,-5%,-2%,-5%,0%,-12%,3%,11%,8%
COc1ccc(CN=CC2=C(O)CNC2=O)cc1OC,-13%,0%,1%,-1%,-12%,8%,-15%,10%
O=C(CSCc1ccc(F)cc1)NCc1ccc(F)cc1,7%,3%,3%,-2%,4%,-10%,9%,1%
CC(=O)N/C(=C/c1ccc(OS(=O)(=O)c2ccc(C)cc2)cc1)C(=O)Nc1ccc(C(=O)O)cc1,x,x,3%,12%,x,-4%,3%,5%
COCc1cc(N2CCOCC2)nc(-c2ccccc2)n1,5%,0%,1%,-4%,1%,1%,4%,2%
O=C(N/N=C/c1ccco1)c1cc(-c2ccc(Cl)cc2)n[nH]1,x,x,-1%,8%,x,2%,-5%,6%
Cc1ccc(CCNC(=O)C2CCN(C(=O)N(C)C)CC2)cc1,-1%,-9%,4%,9%,1%,4%,14%,5%
CCN1CCN(CCCOc2ccccc2-c2ccccc2)CC1,-14%,11µM*,-17%,-3%,1%,-4%,0%,-2%
CCCn1c(CNC(=O)Cc2ccccc2)nc2ccccc21,-3%,3%,0%,3%,0%,-18%,-1%,-3%
Cc1ccccc1Cc1c(C)nc2nc(SCC(=O)NCc3ccco3)nn2c1C,11%,u,-3%,4%,6%,3%,10%,5%
COc1ccc(-c2nnc(Nc3ccc(CC(N)=O)cc3)c3ccccc23)cc1,-8%,u,-4%,9%,-1%,1%,10%,2%
CCCC(=O)Nc1ccc(C(=O)NNC(=O)COc2ccc(Br)c(C)c2)cc1,-4%,6%,71%[activator],-2%,10%,2%,13%,6%
COC(=O)COc1ccc(S(=O)(=O)N2CCN(c3ccc(F)cc3)CC2)cc1,-10%,16%,-5%,0%,5%,-13%,-2%,7%
O=C(CSc1ncnc2nc[nH]c12)N1CCN(c2ccc(Cl)cc2)CC1,-55%[inhibitor],4%,-2%,-2%,11%,-7%,0%,-9%
CCCCC(=O)Nc1cccc(NC(=S)NC(=O)C(C)C)c1,-7%,-1%,-3%,-9%,5%,5%,-16%,1%
COc1ccc(C(=O)CSc2nnc(-c3ccccn3)n2Cc2ccco2)cc1,x,22µM*,x,-1%,-16%,-7%,-7%,2%
Nc1ccc(C(=O)Nc2ccco2)cc1,u,1%,-23%,-1%,-1%,-4%,2%,5%
Cc1ccc(-c2cc(-c3ccc(F)cc3)nc(N)c2C#N)o1,21%,u,-21%,u,u,16%,0%,u
CCCCOC(=O)NC1(C)CCS(=O)(=O)C1 (configuration not stated),x,-12%,2%,-7%,-1%,6%,11%,9%
O=C(c1cccc(F)c1)N1CCC2(CCCN(Cc3nccs3)C2)CC1,-21%,1%,-1%,x,x,3%,x,1%
CC(C1CC1)N(Cc1ccccc1)C(=S)Nc1cccc(C(F)(F)F)c1 (configuration not stated),-9%,u,-2%,2%,2%,1%,1%,5%
COc1ccc(Oc2ccccc2/C=N/O)cc1,-12%,-1%,8%,-1%,-5%,-1%,4%,3%
N#CCCn1c(=O)c(-c2ccc(Cl)cc2)nc2cnc(Oc3cccc(Cl)c3)nc21,7%,u,9%,x,x,3%,x,2%
COCCN1C(=O)C(=O)/C(=C(/O)c2ccc3c(c2)OCCO3)C1c1ccc(C(=O)OC)cc1 (configuration not stated),9%,-11%,-3%,-9%,4%,-15%,1%,-22%
O=C(NC1CCCC1)C1CCN(C(=O)c2ccc(-c3ccccc3)cc2)CC1,x,2%,-3%,-6%,6%,-6%,4%,-8%
Cc1ccc(NN2C(=O)C=CC2=O)cc1,17%,0%,2%,-5%,4%,0%,8%,1%
O=C(Nc1ccccc1F)c1cc2c(s1)-c1ccccc1S(=O)(=O)C2,x,x,0%,u,x,1%,-6%,0%
O=C(NCC1CCCO1)c1ccc(NS(=O)(=O)c2cccc([N+](=O)[O-])c2)cc1 (configuration not stated),9%,9%,6%,7%,-7%,-9%,-8%,1%
CCOC(=O)N1CCc2c(sc3nc(SC(C)C)n(N)c(=O)c23)C1,x,4.5µM*,x,-6%,2%,0%,6%,-4%
O=C(NC1CCS(=O)(=O)C1)/C(=C\c1ccco1)NC(=O)c1ccccc1 (configuration not stated),x,x,-6%,0%,x,7%,4%,0%
COC(=O)c1cccc(Nc2cc(C)nc(-c3ccccc3O)n2)c1,2%,u,-2%,29%,u,-4%,3%,1%
CCOC(=O)c1ccc(NC(=O)c2ccc(OC(C)C)c(OC)c2)cc1,-13%,u,6%,-4%,0%,-5%,12%,-7%
CCn1nnc(NC(=S)NC(=O)c2ccc(-c3cccc(Cl)c3)o2)n1,x,x,3%,0%,x,4%,-11%,1%
CC(Nc1cccnc1)=C(C#N)C#N,x,-7%,-1%,-13%,u,0%,13%,-4%
O=C(Nc1ccc2oc(-c3ccc4ccccc4c3)nc2c1)c1ccc2c(c1)OCCO2,-35%[inhibitor],u,-13%,u,u,-8%,-1%,5%
CCC1(C)Cc2c(C#N)c(N)n(-c3ccccc3)c(=O)c2CO1 (configuration not stated),-8%,9%,13%,-3%,-4%,11%,7%,4%
Cc1nnc(SCC(=O)N2c3ccccc3C(C)(c3ccccc3)CC2(C)C)s1 (configuration not stated),-18%,-12%,2%,7%,-9%,-4%,2%,-5%
Cc1nn(CC#N)c(=O)n1-c1ccccc1F,13%,26%,3%,-4%,-5%,-1%,-7%,-1%
COc1cccc(NC(=O)Cn2c(CCC(=O)O)ccc2-c2cccs2)c1,-24%,u,4%,-25%,-2%,1%,5%,-13%
CC(C)Oc1ccc2c(=O)c(-c3ccccc3)coc2c1,3.2µM*,0%,4%&-26%&-7%,-8%&8%,1%&-1%[15.4 µM],u,10%&2%,-7%&11%&-1%
c1ccc(OCCCc2nc(-c3ccccn3)no2)cc1,u,u,5%,2%,-11%,2%,6%,-4%
Cc1ccccc1CC1(CO)CCCN(C(=O)c2cccc(Cl)c2)C1 (configuration not stated),x,0%,4%,5%,-1%,4%,-6%,5%
CCOC(=O)C1(CC/C(C)=N\NC(N)=O)CC(C)OC1=O (configuration not stated),-8%,6%,4%,8%,2%,-12%,11%,0%
CCN(C(=O)c1cccc(Br)c1)c1ccccc1,-1%,2%,7%,-8%,5%,-2%,-5%,0%
CCc1ccc(O)c(N=Cc2cccc(C)c2O)c1,12%,u,37%[activator],u,3%,-8%,16µM*,4%
CCOc1ccc(OCC)c(-c2c(=O)n(OCc3ccc(C(C)(C)C)cc3)c3ccccc3[n+]2[O-])c1,-6%,2%,7%,-7%,u,-6%,-17%,0%
COc1ccc(-c2c3c(=O)n(C)c(=O)n(C)c3cn2-c2cccc(OC)c2)cc1,u,u,1%,u,-8%,-3%,-4%,-2%
COc1ccc(C(=O)N2CCC3(CCCN(Cc4cc(C(F)(F)F)cc(C(F)(F)F)c4)C3)CC2)cc1,-7%,-4%,-1%,x,x,10%,x,-5%
Cc1ccc(CNC(=O)C2C3C=CC(C3)C2C(=O)O)cc1 (configuration not stated),x,5%,4%,-2%,-13%,-1%,5%,6%
COc1cccc(C(=O)NCc2cn3ccsc3n2)c1,24%,-3%,10%,-1%,-2%,4%,-1%,3%
O=C(CN(CCO)c1ccccc1)Nc1ccc(Cl)c(S(=O)(=O)N2CCOCC2)c1,-25%,u,4%,-22%,-13%,3%,1%,-2%
CC(=O)Nc1nnc(COc2ccc(Cl)cc2)s1,11µM*,1%,12%,3%,-7%,3%,-3%,1%
CN1c2ccccc2C(C)(C)C12CC(c1ccc(S(=O)(=O)N3CCCCC3)cc1)=NO2 (configuration not stated),1.1µM*,11%,2%,-22%,1%,-6%,3%,-7%
N#CC1=C(N)OC2=C(CCc3ccccc32)C1c1ccccc1Cl (configuration not stated),-26%,u,14%,u,8%,0%,u,u
COc1ccc(/C=N/NC(=S)SC)cc1OC,-3%,10µM*,2%,u,1%,-5%,-21%,6%

The list continues.
smiles,SMN2 splice enh,ALDH1A1 block,GoLoco inh red,KDM4E inh,GAA inhib,GAA spleen mod,GAA glycogen mod,aGal spleen mod
COC(=O)c1ccc(S(=O)(=O)NCc2ccc(S(N)(=O)=O)cc2)n1C,x,2%,-16%,-1%,-3%,4%,12%,-6%
CCCc1cc(=O)n2[nH]c(NCc3ccc(OC)c(OC)c3)nc2n1,17%,7%,8%,-1%,-1%,-14%,-14%,6%
Fc1ccc(Cn2cnc3ccccc32)cc1,-5%,-6%,5%,-10%,6%,-4%,3%,1%
Cc1nc(CC(=O)Nc2nc(-c3ccccc3)cs2)cs1,4%,3%,8%,-2%,-3%,-5%,-4%,-4%
O=C(CCSCCc1ccccn1)Nc1nccs1,28%,22%,8%,8%,-13%[15.4 µM],-4%,-3%,-6%
CS(=O)(=O)Nc1ccc(C(=O)NCc2ccco2)cc1,-2%,9%,-5%,-3%,2%,-5%,6%,2%

Assay outcomes: PubChem, National Center for Advancing Translational Sciences (NCATS)
